TEAD-YAP block – TEAD-YAP interaction inhibition | HEK-TIYL cells, TEAD-Gal4/YAP UAS-luciferase luminescence | inhibition, % at 9.12 µM | hit rate 1.4% among 640,000; in the data active means inhibition above about 32%;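 further: 0% = median of test compound wells and 100% = reference inhibitor wells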
GPR151 activ – activates the human receptor GPR151; Q8TDV0; PathHunter beta-arrestin GPR151 cells, luminescence; activation, % at 11.2 µM; hit rate 1% among 650,000; in the data active means activation above about 4.9%;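 further: 0% = median of compound wells and 100% = cells with positive control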
Target sequence (Q8TDV0 whole entry, looked up): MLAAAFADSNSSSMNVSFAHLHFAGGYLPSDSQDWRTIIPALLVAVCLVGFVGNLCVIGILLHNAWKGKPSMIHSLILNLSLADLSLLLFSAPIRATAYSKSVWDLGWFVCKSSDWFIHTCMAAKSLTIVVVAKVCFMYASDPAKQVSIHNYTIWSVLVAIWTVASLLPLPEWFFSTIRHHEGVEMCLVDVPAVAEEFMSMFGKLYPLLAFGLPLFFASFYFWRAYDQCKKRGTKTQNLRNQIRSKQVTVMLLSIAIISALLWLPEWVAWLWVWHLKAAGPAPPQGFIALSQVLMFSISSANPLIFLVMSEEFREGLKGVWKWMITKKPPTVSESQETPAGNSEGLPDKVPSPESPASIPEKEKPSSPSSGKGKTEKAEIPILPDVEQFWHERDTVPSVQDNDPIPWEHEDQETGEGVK
MITF primary – inhibitors of human MITF | inhibition, % at 2.6 µM | O75030 | AlphaScreen MITF homodimerization, bead proximity signal | hit rate 0.91% among 650,000; in the data active means inhibition above about 50%;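 further: 0% = vehicle wells with protein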
FBW7 activator – human FBW7 E3 ligase activation, primary screen; normalized activity (activation), % at 26.1 µM; AlphaScreen FBW7–phospho-cyclin E peptide binding, activator screen; hit rate 0.13% among 650,000; Q969H0; in the data active means normalized activity above about 1.9%;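 further: purified mutant Fbw7 with reduced substrate affinity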
Target sequence (Q969H0 whole entry, looked up): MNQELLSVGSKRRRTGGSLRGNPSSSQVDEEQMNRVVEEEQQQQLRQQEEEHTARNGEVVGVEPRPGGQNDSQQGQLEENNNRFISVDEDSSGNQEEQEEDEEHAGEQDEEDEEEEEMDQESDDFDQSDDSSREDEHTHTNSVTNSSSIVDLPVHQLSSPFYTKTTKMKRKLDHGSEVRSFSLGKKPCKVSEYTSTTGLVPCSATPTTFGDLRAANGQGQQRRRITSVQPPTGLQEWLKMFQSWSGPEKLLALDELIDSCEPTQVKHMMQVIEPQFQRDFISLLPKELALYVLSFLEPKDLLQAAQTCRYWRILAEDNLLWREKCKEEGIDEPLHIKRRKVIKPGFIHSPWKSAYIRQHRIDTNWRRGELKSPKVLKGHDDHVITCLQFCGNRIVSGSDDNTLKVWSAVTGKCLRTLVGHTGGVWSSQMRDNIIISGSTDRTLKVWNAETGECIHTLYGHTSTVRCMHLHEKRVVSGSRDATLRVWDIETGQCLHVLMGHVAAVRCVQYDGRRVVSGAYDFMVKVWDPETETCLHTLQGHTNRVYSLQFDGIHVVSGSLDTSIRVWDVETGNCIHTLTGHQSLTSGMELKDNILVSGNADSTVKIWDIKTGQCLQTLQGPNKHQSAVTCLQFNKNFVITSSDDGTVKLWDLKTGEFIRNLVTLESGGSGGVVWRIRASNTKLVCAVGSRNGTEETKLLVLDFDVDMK
* marks the source's active call; other numbers are inactive results; . = no result given; & = joins results of further samples.

The opening 13 entries, ahead of the listing:
SMILES | TEAD-YAP block | GPR151 activ | MITF primary | FBW7 activator
O=C(NCc1ccccc1)c1cnsn1 | 0 | 1.9 | 9 | 0.2
CC(=O)C1=C(O)C(=O)N(c2ccc(Br)cn2)C1c1ccc(Cl)cc1 (configuration not stated) | -45 | 0.5 | 18 | 0.0
O=c1[nH]c2cc([N+](=O)[O-])c([N+](=O)[O-])cc2[nH]c1=O | -3&7 | -0.2&-0.4&0.4 | 13&7&2 | 1.1&0.1&-0.1
CCCn1cc(CN2CCN(CC3CCCCC3)C(CCO)C2)c(C)n1 (configuration not stated) | 2 | -0.9 | 4 | -0.1
CC(C)CC(NC(=O)OC(C)(C)C)C(=O)NC(C(=O)NC(C(=O)NC(CC(C)C)C(=O)OCc1ccccc1)C(C)O)C(C)C (configuration not stated) | -15 | -1.6 | -6 | -0.3
O=C(CSc1nc2ncccc2[nH]1)Nc1ccc(Cl)c(F)c1 | 2 | -0.2 | -2 | 0.2
Cc1cc(C)nc(SCc2nnc(SCC(=O)N3CCCCC3)n2C)n1 | -1 | -0.2 | -2 | -0.1
N#C/C(=C(/O)c1ccc(Cl)c([N+](=O)[O-])c1)c1nc2ccccc2[nH]1 | -5 | 0.1 | -10 | 0.0
O=C(O)CCN1C(=O)C(=O)/C(=C(/O)c2ccccc2)C1c1ccccc1[N+](=O)[O-] (configuration not stated) | 4 | -0.2 | 1 | 0.0
CC(=O)N(C(C)=O)c1ccc(-c2ccc(N(C(C)=O)C(C)=O)cc2)cc1 | -13 | -1.0 | 23 | 0.3
Cc1cc(C)c(S(=O)(=O)Nc2ccc(S(=O)(=O)Nc3nccs3)cc2)c(C)c1 | 0 | -1.2 | -11 | 0.0
COc1cccc(NC(=O)Cc2csc(SCc3ccc(Cl)cc3)n2)c1 | 4 | -1.1 | 4 | 0.0
COCC(=O)Nc1nc2ccc(OC)cc2s1 | -53 | 8.6* | 4 | 0.0

Results, previewed entries included:
SMILES | TEAD-YAP block | GPR151 activ | MITF primary | FBW7 activator
O=C(NCc1ccccc1)c1cnsn1 | 0 | 1.9 | 9 | 0.2
CC(=O)C1=C(O)C(=O)N(c2ccc(Br)cn2)C1c1ccc(Cl)cc1 (configuration not stated) | -45 | 0.5 | 18 | 0.0
O=c1[nH]c2cc([N+](=O)[O-])c([N+](=O)[O-])cc2[nH]c1=O | -3&7 | -0.2&-0.4&0.4 | 13&7&2 | 1.1&0.1&-0.1
CCCn1cc(CN2CCN(CC3CCCCC3)C(CCO)C2)c(C)n1 (configuration not stated) | 2 | -0.9 | 4 | -0.1
CC(C)CC(NC(=O)OC(C)(C)C)C(=O)NC(C(=O)NC(C(=O)NC(CC(C)C)C(=O)OCc1ccccc1)C(C)O)C(C)C (configuration not stated) | -15 | -1.6 | -6 | -0.3
O=C(CSc1nc2ncccc2[nH]1)Nc1ccc(Cl)c(F)c1 | 2 | -0.2 | -2 | 0.2
Cc1cc(C)nc(SCc2nnc(SCC(=O)N3CCCCC3)n2C)n1 | -1 | -0.2 | -2 | -0.1
N#C/C(=C(/O)c1ccc(Cl)c([N+](=O)[O-])c1)c1nc2ccccc2[nH]1 | -5 | 0.1 | -10 | 0.0
O=C(O)CCN1C(=O)C(=O)/C(=C(/O)c2ccccc2)C1c1ccccc1[N+](=O)[O-] (configuration not stated) | 4 | -0.2 | 1 | 0.0
CC(=O)N(C(C)=O)c1ccc(-c2ccc(N(C(C)=O)C(C)=O)cc2)cc1 | -13 | -1.0 | 23 | 0.3
Cc1cc(C)c(S(=O)(=O)Nc2ccc(S(=O)(=O)Nc3nccs3)cc2)c(C)c1 | 0 | -1.2 | -11 | 0.0
COc1cccc(NC(=O)Cc2csc(SCc3ccc(Cl)cc3)n2)c1 | 4 | -1.1 | 4 | 0.0
COCC(=O)Nc1nc2ccc(OC)cc2s1 | -53 | 8.6* | 4 | 0.0
COc1ccc(C2=NN(CN3C(=O)C(=O)c4ccccc43)C(c3ccccc3)C2)cc1 (configuration not stated) | -77 | -1.0 | -6 | 0.0
Cc1ccc(S(=O)(=O)NCCC(=O)Oc2ccc3c4c(c(=O)oc3c2)CCC4)cc1 | 7 | -0.9 | 3 | -0.1
Oc1ccc2ccccc2c1C=Nc1ccc(N2CCOCC2)cc1 | 7 | 1.4 | 11 | -0.4
O=C1CC(N2CCN(c3ccc([N+](=O)[O-])cc3)CC2)C(=O)N1c1cccc2ccccc12 (configuration not stated) | 5 | 0.7 | 2 | 0.0
CCc1n(CC(=O)c2ccc(Br)cc2)c2ccccc2[n+]1C | -4 | 1.0 | 1 | -0.1
COc1cccc(/C=N\NC(=O)C(C)Oc2ccc(Cl)cc2)c1 (configuration not stated) | 8 | 0.6 | 12 | -0.2
COCCCn1c(-c2ccccc2)c(NC(=O)c2ccc(Cl)cc2)sc1=Nc1ccccc1 | -14 | 0.9 | 2 | -0.1
O=C(Nc1ccccc1F)N(Cc1ccco1)Cc1cc2cc3c(cc2[nH]c1=O)OCCO3 | 13 | 0.0 | 4 | 0.2
COc1ccc2c(c1)CC1=C2CCC2(C)C1=CCC2OC(C)=O (configuration not stated) | -8 | -0.7 | 15 | 0.0
Nc1ccc(C(=O)OCC(=O)NCc2ccc3c(c2)OCO3)cc1 | -1 | 1.2 | 13 | 0.3
Cc1cc(C)cc(OCCn2c(-c3ccc(Cl)cc3)nc3ccccc3c2=O)c1 | -1 | -0.1 | 1 | 0.0
C=CCOc1cccc(/C=C2\C(=O)Nc3ccc(Br)cc32)c1 | 4 | 1.8 | 6 | 0.1
CCOC(=O)C(=CNc1ccc2c(c1)OCO2)C(=O)OCC | -11 | -0.1 | 16 | 0.0
O=C(Cc1cc2ccccc2n1Cc1ccccc1)Nc1ccccc1 | -6 | 1.0 | -5 | 0.1
Cc1ccc(-c2nc(C#N)c(NCCCn3ccnc3)o2)cc1 | -58 | 0.7 | -5 | 0.0
COc1cc2c(cc1OC)CN(c1ccc([N+](=O)[O-])cc1C#N)CC2 | -5 | 0.3 | 8 | -0.2
CCc1c(O)c2ccccc2[nH]c1=O | -1 | 0.4 | -9 | 0.0
CCOC(=O)C1=C(C)N=c2s/c(=C\c3cccc(OC)c3)c(=O)n2C1c1ccc(N(C)C)cc1 (configuration not stated) | -1 | 0.0 | 8 | 0.0
N#C/C(=C/c1ccc(-c2ccccc2[N+](=O)[O-])o1)C(N)=O | -5 | -0.7 | 9 | -0.1
c1ccc(CCCN2CCN(c3ccccn3)CC2)cc1 | -18 | 0.0 | 37 | -0.2
O=C(Cc1ccccc1)Nc1cc(C(=O)O)cc(C(=O)O)c1 | 3 | -0.5 | -17 | 0.0
CCc1ccc(S(=O)(=O)NCCc2c(C)[nH]c3ccccc23)cc1 | 1 | -0.2 | -3 | 0.2
CNc1ccc(/C=C/C(=O)c2ccc(S(=O)(=O)N3CCCCCC3)cc2)cc1[N+](=O)[O-] | 5 | 1.6 | 14 | 0.3
COc1ccccc1OCc1nnc(SCC(=O)Nc2nc3ccccc3s2)n1C | -4 | -0.4 | 2 | -0.1
CC(=O)NC(c1ccc(C)cc1)c1cc(Cl)c2cccnc2c1O (configuration not stated) | 28 | 0.4 | 28 | -0.4
CC(C)Oc1ccc(CN2CCC3(CC2)CC3C(=O)N2CCCN(C)CC2)cc1 (configuration not stated) | -1 | 0.3 | 14 | 0.3
CN(C)c1ccc(/C=c2/sc3nc(-c4ccc(Cl)cc4)nn3c2=O)cc1 | -4 | 0.5 | 13 | 0.3
Cc1cccc(NC(=O)c2cc3cc(Cl)ccc3o/c2=N\c2sc3c(c2C#N)CCCC3)c1 | -9 | -1.2 | -4 | 0.1
O=C(NCc1ccco1)C1CCN(C(=O)N2CCOc3ccc(Cl)cc32)CC1 | -8 | -2.7 | -7 | 0.4
CCc1ccc(N2C(=O)C3C4c5ccccc5C(c5ccccc54)C3C2=O)cc1 (configuration not stated) | 14 | 0.1 | 7 | 0.4
CC(=O)Nc1ccc(N2C(=O)c3ccc(C(=O)OC(C)C(N)=O)cc3C2=O)cc1 (configuration not stated) | -5 | 0.7 | -8 | 0.1
Cc1ccc(C(=O)N2CCCCC2c2nc3ccccc3[nH]2)c(=O)[nH]1 (configuration not stated) | 3 | 1.6 | 12 | 0.0
CC1CCCN(c2nnc(NC(=O)Nc3ccc(Br)cc3F)s2)C1 (configuration not stated) | -2 | -1.4 | 5 | 0.7
O=C1c2ccccc2C(=O)N1c1nc2c(Cl)cccc2s1 | 15 | -3.0 | 15 | 0.3
Cc1cccc(NC(=O)Cn2c(=O)oc3ccccc32)n1 | 5 | -0.7 | -6 | -0.1
Cc1nc2nc(C)c(CCC(=O)Nc3ccc(C)c(C)c3)c(C)n2n1 | -6 | -0.2 | 1 | 0.0
CCn1c(SCc2nc3ccc([N+](=O)[O-])cc3[nH]2)nc2ccccc21 | 1 | -1.3 | -2 | -0.2
CC(C)=CCC/C(C)=C/CO/N=C1\C[C@@H](O)[C@@H](O)[C@@H]2[C@@H]3C(=O)N(c4cccc(Oc5ccccc5)c4)C(=O)[C@@H]3CC[C@@H]12 | . | 0.1 | 5 | -0.3
COc1ccc(OC)c(NC(=O)Cn2cnc3sc(C)c(C)c3c2=O)c1 | 8 | -1.6 | 20 | 0.4
COc1ccccc1/C=N/NC(=S)Nc1cccnc1 | 12 | 0.2 | -9 | -0.1
O=C(O)CNS(=O)(=O)c1ccc(C(=O)Nc2ccccc2)cc1 | 5 | -3.8 | 1 | 0.1
CC(=O)c1ccc(NC(=S)N2CCCC(C(N)=O)C2)cc1 (configuration not stated) | 4 | -0.5 | 9 | 0.1
N/C(CC(=O)NC1CCCCC1)=N\OCC(=O)N1CCN(c2ccccc2)CC1 | -2 | 0.2 | -1 | -0.2
CCOC(=O)C1=C(C)N=c2s/c(=C\c3cccc(OC)c3OC)c(=O)n2C1c1ccc2c(c1)OCO2 (configuration not stated) | 7 | 1.0 | 5 | -0.1
COc1ccc(Nc2nc(Nc3ccc([N+](=O)[O-])cc3)nc(OC)n2)cc1 | 11 | 0.0 | 10 | 0.0
CCN(CC)CCNC(=O)Nc1c[nH]c2ccc(OC)nc2c1=O | -6 | 0.9 | -6 | -0.2
COc1ccc(S(=O)(=O)N2CCN(C(=O)c3cccc(F)c3)CC2)cc1 | -12 | 1.6 | 14 | 0.4

The listing continues.
SMILES | TEAD-YAP block | GPR151 activ | MITF primary | FBW7 activator
CC1=NN(c2ccc(C)cc2)C(=O)/C1=C\N(C)C | -5 | -1.6 | 1 | 0.0
Cc1nnc(SCc2ccccc2F)n1NCc1ccccc1 | -23 | -1.0 | 12 | 0.2
COc1ccc(NC(=O)c2oc3ccccc3c2NC(=O)Cc2cccs2)cc1OC | -6 | 2.7 | 1 | 0.3
Cc1ccc2c(C)nc(N3CCCC(NCc4ccc5c(c4)OCO5)CC3)nc2c1 (configuration not stated) | -2 | 1.0 | -17 | 0.2
O=[N+]([O-])c1cccc(NN=C2C3CC4CC(C3)CC2C4)c1 | -5 | 3.8 | 12 | 0.0
Cc1cccc(NC(=O)CSc2nc3c(oc4ccccc43)c(=O)n2C)c1 | 13 | 1.2 | -3 | 0.0
O=C(Nc1nnc(Cc2ccc(F)cc2)s1)C1CCCCC1 | -28 | 1.6 | 16 | 0.2
COC(=O)c1c(OC2CCCC2)cc(=O)n2c1CCN(Cc1cc(OC)ccc1F)CC2 | 4 | -0.9 | 10 | 0.1
Cc1ccc2c(c1)C(C)(C)C1(/C=C/c3cccnc3)NC(=O)CN21 (configuration not stated) | 9 | 1.6 | -4 | 0.0
C/C(N)=C(/C#N)C(=O)CSc1cc(C)c2ccccc2n1 | -12 | -0.7 | 6 | -0.3
CN(C)c1ccc(/C=C2\C(=O)C(=O)c3ccccc32)cc1 | 2 | 0.4 | 1 | 0.7
COc1ccc(N=C2NC(=O)/C(=C\c3ccc(N(C)C)cc3)S2)cc1 | -5 | -0.3 | 21 | 0.6
CC(=O)/C(C(=N)N1CCN(c2ccc(F)cc2)CC1)=C(/C)O | -2 | 0.1 | 1 | 0.2
CCCCOc1ccc(C2c3c(oc4ccccc4c3=O)C(=O)N2c2nncs2)cc1 (configuration not stated) | 2 | 0.2 | -3 | 0.0
COc1ccc(CCNCc2ccc(OCc3c(C)noc3C)c(OC)c2)cc1 | -9 | -0.3 | 50 | -0.2
O=C(Nc1c(C(=O)N2CCC(Cc3ccccc3)CC2)cnn1-c1ccccc1)c1ccc(Br)cc1 | -15 | 3.1 | -15 | -0.1
COc1ccc(CNC(=O)CCN2C(=O)COc3ccccc32)cc1 | 10 | -0.9 | 4 | 1.2
CCN(CC)C(=O)C1CCCN(c2cc(NC3CC3)nc(N)n2)C1 (configuration not stated) | -8 | 1.3 | 3 | 0.3
O=C(Nc1nc(-c2ccc3c(c2)Cc2ccccc2-3)cs1)c1ccccc1 | -9 | 0.3 | 5 | 0.1
CCc1ccccc1NC(=O)Cn1ccnc1 | 8 | 0.1 | 15 | 0.1
OCCNc1ccnc(-c2cccs2)n1 | 4 | -0.3 | 23 | 0.0
Cc1nn(C(C)C(=O)N2CCOCC2)c(C)c1[N+](=O)[O-] (configuration not stated) | 6 | -0.7 | 23 | 0.5
CCOc1ccc(N2C(=O)CC(NCc3ccccc3F)C2=O)cc1 (configuration not stated) | 10 | -0.2 | -14 | -0.1
COC(=O)CCC(=O)Nc1ccc(NC(C)=O)cc1 | -10 | 0.3 | 2 | 0.0
COc1ccc(OC)c(/C=C2\N=C(c3ccc(C)c([N+](=O)[O-])c3)OC2=O)c1 | 6 | 0.1 | 5 | -0.1
Clc1ccc(-c2nnc(Nc3ccccc3)o2)s1 | 30 | -8.2 | 3 | -0.1
c1ccc2c(c1)cnn2-c1ccnc(Nc2ccc(N3CCOCC3)cc2)c1 | -56 | 1.4 | 18 | 0.3
COc1cc(/C=C(\C#N)C(=O)Nc2ccc(N3CCOCC3)cc2)ccc1OC(F)F | 0 | 1.7 | 6 | -0.1
